Screening results (PubChem)
LYP act – activators of human LYP (PTPN22) phosphatase | Q9Y2R2 | recombinant LYP, DiFMUP fluorescence; 0 = plate median, 100 = signal doubled | activation, % at 2 µM | 0.11% of 96,000 active | AID 697;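 active means activation at 2 µM above a set limit, the mean plus 5 SD, cut at about 37% in these data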
PTK2B oligo ant – blocks oligomerization of human Pyk2 in cells; Q14289; Q293 cells, Pyk2 FERM NanoBiT luminescence; active compounds read low; z-score (the deposit names both 25 µM and 10 µM); 0.83% of 99,000 active; AID 1347419;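 active means Z-score of -3 or lower, scaled per plate to the spread of control and sample wells; inactive means z-score above -3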;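 further: negative z-score means lost luminescence so less FERM oligomerization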
CYP2C9 inhib – human CYP2C9 inhibition | P11712 | CYP2C9 Supersomes, luciferin-H conversion, luminescence | inhibition, % at 5 µM | 20% of 96,000 active | AID 777;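 active means blocking of liver enzyme CYP2C9 beyond about 50% at 5 µM, limit read from the data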; further: values of inactives mirror those of a sister screen read the other way
Target sequence (P11712 whole entry, looked up): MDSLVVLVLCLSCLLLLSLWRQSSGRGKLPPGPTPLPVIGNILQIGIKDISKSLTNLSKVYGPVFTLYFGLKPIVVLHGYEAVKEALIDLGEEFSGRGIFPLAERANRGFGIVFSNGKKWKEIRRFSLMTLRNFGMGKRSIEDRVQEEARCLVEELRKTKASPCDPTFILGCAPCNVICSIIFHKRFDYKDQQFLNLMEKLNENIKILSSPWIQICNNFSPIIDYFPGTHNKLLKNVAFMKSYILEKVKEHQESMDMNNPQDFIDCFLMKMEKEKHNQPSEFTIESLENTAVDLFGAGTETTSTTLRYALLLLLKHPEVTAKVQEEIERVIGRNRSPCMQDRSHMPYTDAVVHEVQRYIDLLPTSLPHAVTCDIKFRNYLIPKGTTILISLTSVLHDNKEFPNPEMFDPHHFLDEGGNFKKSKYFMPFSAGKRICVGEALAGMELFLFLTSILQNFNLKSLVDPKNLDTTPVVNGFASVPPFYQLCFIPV
PostGolgi yeast – growth inhibition of a yeast mutant, post-Golgi transport screen; post-Golgi transport phenotypic cell assay; 0.9% of 98,000 active; inhibition, % at 10 µM;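 further: yeast cells grown in 1536-well plates; yeast grown about 18 h at 30C before absorbance read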
DAT uptake mod – human DAT dopamine uptake with cocaine, either direction; Q01959; 1.3% of 110,000 active; LLC-PK1 hDAT cells, [14C]-dopamine uptake with cocaine IC80; actives deviate in either direction; B-score at 10 µM; AID 449768;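 active means Z score or B-score, a plate-position-corrected score, falls beyond the plate's 99.7% confidence bounds, in either direction; inactive means both scores lie inside the 99.7% bounds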;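 further: scored against the spread of the other compound wells on the same plate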
Target sequence (Q01959 whole entry, looked up): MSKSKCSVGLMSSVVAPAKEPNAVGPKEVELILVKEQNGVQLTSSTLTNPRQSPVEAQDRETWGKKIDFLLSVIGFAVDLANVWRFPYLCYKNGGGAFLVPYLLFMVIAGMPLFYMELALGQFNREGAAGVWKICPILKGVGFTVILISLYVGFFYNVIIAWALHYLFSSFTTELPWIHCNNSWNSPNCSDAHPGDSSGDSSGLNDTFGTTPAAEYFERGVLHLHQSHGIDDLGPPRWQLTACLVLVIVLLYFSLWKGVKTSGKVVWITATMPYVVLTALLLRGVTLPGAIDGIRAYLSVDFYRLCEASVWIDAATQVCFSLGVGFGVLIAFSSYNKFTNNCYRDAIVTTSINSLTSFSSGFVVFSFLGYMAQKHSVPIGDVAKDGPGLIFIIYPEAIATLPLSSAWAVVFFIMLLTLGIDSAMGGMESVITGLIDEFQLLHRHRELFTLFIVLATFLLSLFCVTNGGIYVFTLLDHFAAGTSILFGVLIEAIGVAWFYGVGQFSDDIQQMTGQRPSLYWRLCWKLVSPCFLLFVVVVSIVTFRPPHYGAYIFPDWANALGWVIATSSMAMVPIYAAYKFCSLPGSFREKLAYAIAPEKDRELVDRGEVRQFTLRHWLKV
Ecoli WT expand – blocks growth of wild type E. coli BW25113. 0.15% of 98,000 active. growth inhibition, % at 100 µM. OD600 absorbance;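 active means growth inhibition above about 50% at one test dose, limit read from the data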;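 further: growth measured after 20 h incubation at 37 °C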
PTPN22 inh 2 – inhibitors of human LYP (PTPN22) phosphatase; recombinant LYP catalytic domain, DiFMUP fluorescence; inhibition, % at 2 µM; Q9Y2R2; 0.21% of 96,000 active;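 active means inhibition at 2 µM at or above a set limit, the screen mean plus 3 SD, cut at about 24% in these data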;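 further: 0% = DMSO with enzyme and 100% = enzyme fully blocked by orthovanadate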
CYP2C9 activ – increases human cytochrome P450 2C9 activity. recombinant CYP2C9, luciferin-H conversion, luminescence; active compounds read high; factor 1 = untreated enzyme, 0 = blocked. activation factor at 5 µM. 1.4% of 96,000 active;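 active means activation factor of 2 or more for CYP2C9 at a 5 µM dose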;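 further: 0 = sulfaphenazole-blocked wells and 1 = vehicle-only wells; values of inactives mirror those of a sister screen read the other way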
PostGolgi ctrl – inhibits growth of the yeast control strain; efflux-deficient yeast background strain, growth absorbance A615, 16 h; inhibition, % at 10 µM; 5% of 98,000 active; AID 738
Numbers without * were called inactive; . = no result given. Unless noted, no stated cut-off is given here; in the data, active means inhibition above about 30%; inactive means the rest.

SMILES	LYP act	PTK2B oligo ant	CYP2C9 inhib	PostGolgi yeast	DAT uptake mod	Ecoli WT expand	PTPN22 inh 2	CYP2C9 activ	PostGolgi ctrl
CC(C)C1Cc2c(C#N)c(N)n(C)c(=S)c2CO1 (centres undefined)	8	0.88	-1	15	-0.38	-3	-11	1	13
S=C(Nc1ccccc1)N1N=CCC1c1ccccc1 (centres undefined)	-14	-0.34	26	-8	0.021	-1	14	0.7	13
CCC1(CC)NC(=S)N(Nc2ccccc2)C1=O	3	0.53	-3	-10	0.45	-10	-7	1	-4
CCOc1cc(C(=O)CCC(=O)OCC(=O)N2c3ccccc3NC(=O)C2(C)C)ccc1O	-1	0.36	12	5	-0.073	-3	0	0.9	-5
Cc1ccc(NC(=O)CSc2nc3ccccc3c3nc4ccccc4n23)cc1	1	-0.38	20	-3	-0.0078	3	2	0.8	-6
CCC(CCC(=O)Nc1cccc(C(=O)O)c1)C(=O)O (centres undefined)	-1	-0.5	.	3	-0.024	-2	-3	.	8
COc1ccc(OC)c(S(=O)(=O)Nc2ccccc2C(F)(F)F)c1	1	0.56	.	-4	-0.067	6	-5	.	11
Cc1ccc(CN(C(=O)c2csnn2)C(C(=O)NC2CCCC2)c2ccc(C)o2)cc1 (centres undefined)	25	-1.3	.	.	0.015	.	-30	.	.
Cc1cc(=O)cc(C)n1-c1ccccc1N1CCOCC1	-8	0.42	3	14	-0.83	3	6	1	10
COc1ccc(CC(=O)NCc2ccccc2Cl)cc1S(=O)(=O)N1CCOCC1	2	-0.47	.	-8	0.61	-5	-1	.	2
Cc1cc(C)n2c(Nc3ccc4c(c3)OCCO4)c(-c3ccccc3)nc2n1	11	0.43	76*	10	1.4	-5	-10	0.2	44*
CCN1CCN(CC(=O)NC2CCCCC2)C(=O)C1=O	0	.	.	0	-0.49	4	-2	.	10
CCCCCCC(c1c(C)n(C)n(-c2ccccc2)c1=O)c1c(C)n(C)n(-c2ccccc2)c1=O	-7	-0.8	.	-1	3.2*	-6	10	.	5
Cc1cc(NS(=O)(=O)c2ccc(NC(NC(=O)C(C(F)(F)F)C(F)(F)F)(C(F)(F)F)C(F)(F)F)cc2)no1	-7	0.31	.	.	-0.6	.	8	.	.
NC(=O)Nc1ccc(Oc2c(F)c(F)c(F)c(F)c2F)cc1	.	0.26	31	2	0.17	6	.	0.7	11
Cc1ccc(N=C2CCCN2Cc2ccccc2)c(C#N)c1	6	-1.1	.	.	1.1	.	-7	.	.
COC(=O)[C@H](Cc1ccccc1)NC(=O)NCc1ccc(S(N)(=O)=O)cc1	44*	-0.57	13	18	-0.88	3	-48	0.9	1
COC(=O)CNC(=O)c1ccccc1[N+](=O)[O-]	7	-0.23	.	.	-0.56	.	-4	.	.
Cc1nc2ccccc2c(=O)n1/N=C/c1ccncc1	11	-0.44	27	-3	.	3	-8	0.7	-2
CO/N=C(/CNC(=O)c1ccc(F)cc1)c1ccc(Cl)cc1	3	-0.91	64*	2	.	-1	0	0.4	18

5 compounds picked at random from the list so far, as already listed:
SMILES	LYP act	PTK2B oligo ant	CYP2C9 inhib	PostGolgi yeast	DAT uptake mod	Ecoli WT expand	PTPN22 inh 2	CYP2C9 activ	PostGolgi ctrl
Cc1nc2ccccc2c(=O)n1/N=C/c1ccncc1	11	-0.44	27	-3	.	3	-8	0.7	-2
CCCCCCC(c1c(C)n(C)n(-c2ccccc2)c1=O)c1c(C)n(C)n(-c2ccccc2)c1=O	-7	-0.8	.	-1	3.2*	-6	10	.	5
S=C(Nc1ccccc1)N1N=CCC1c1ccccc1 (centres undefined)	-14	-0.34	26	-8	0.021	-1	14	0.7	13
CCC(CCC(=O)Nc1cccc(C(=O)O)c1)C(=O)O (centres undefined)	-1	-0.5	.	3	-0.024	-2	-3	.	8
COC(=O)CNC(=O)c1ccccc1[N+](=O)[O-]	7	-0.23	.	.	-0.56	.	-4	.	.

Further results follow.
SMILES	LYP act	PTK2B oligo ant	CYP2C9 inhib	PostGolgi yeast	DAT uptake mod	Ecoli WT expand	PTPN22 inh 2	CYP2C9 activ	PostGolgi ctrl
CCOc1ccccc1-n1c(SCC(N)=O)nnc1-c1ccccc1	-6	1.4	27	2	0.0052	-8	5	0.7	1
Cc1nc(Nc2nc3ccccc3o2)nc2c1CCC2	-15	0.64	6	21	0.56	8	14	0.9	-11
O=C(/C=C/c1ccc(Cl)cc1)Nc1ccc(N2CCCCC2)cc1	-3	0.77	-3	-8	-0.73	-10	5	1	0
CCOC(=O)c1ccc(NC(=O)COc2cc(=O)n(CC)c3ccccc23)cc1	-11	.	8	-15	0.16	-11	8	0.9	1
COC(=O)[C@H](C)NC(=O)NC1CCCc2ccccc21 (some centres undefined)	-4	1.1	-4	-1	-0.28	-1	1	1	6
O=CN(Cc1ccco1)C1(C(=O)NC2CCCCC2)CCCCC1	5	0.77	-10	9	0.13	-2	-6	1.1	13
COc1ccc(OCc2nnc(SCC(N)=O)n2N)cc1	-8	-0.15	-11	-12	-0.65	-6	4	1.1	5
CC(=O)Nc1nc(-c2ccccc2)nc(C)c1C(C)=O	2	0.03	-5	-3	-8.5*	5	1	1	-8
C=CCNC(=O)c1nn2cccnc2c1Cl	4	0.9	-19	-5	0.92	2	-5	1.2	9
Cc1noc(C)c1CSc1nnc2scc(-c3ccccc3)n12	-1	0.15	9	-2	-0.0029	-1	0	0.9	6
C=CCN(CC=C)c1nc2ccccc2nc1C(C#N)C(=O)OC(C)C (centres undefined)	.	-0.82	.	1	-0.74	-5	.	.	21
CC(C)(C)NC(=O)CN1CCC(O)(c2ccccc2)CC1	-4	0.01	6	13	0.2	2	4	0.9	0
CN(C)c1nc2c(c(=O)[nH]c(=O)n2C)n1Cc1ccc(F)cc1	-5	.	-1	-1	-0.67	-1	2	1	7
COc1cccc(NC(=O)CSc2nnc(Cn3c(=O)sc4ccccc43)n2C)c1	.	.	.	8	0.32	-6	.	.	2
CCN(CC)CCN1C(=O)c2ccccc2NC1c1cc(OC)c(OC)c(OC)c1 (centres undefined)	8	0.6	-9	2	-0.78	0	-11	1.1	9
CC1CC(C)CN(C(=O)C(NS(=O)(=O)c2ccc3c(c2)oc(=O)n3C)C(C)C)C1 (centres undefined)	1	.	-2	0	-1.4	-6	-2	1	-3
Cc1cccc(C(=O)Nc2nc(C)c(C(=O)Nc3ccc4c(c3)CCC4)s2)c1	-6	-2.2	58*	-1	1.6	-17	7	0.4	17
Cc1ccccc1-n1c(C)nnc1SCC(=O)NCC1CCCO1 (centres undefined)	.	0.6	-55	14	-0.74	-5	.	1.6	8
Cc1[nH]nc(N=CC2=C(O)CC(c3ccco3)CC2=O)c1-c1ccccc1 (centres undefined)	-7	-0.96	61*	4	-0.59	-3	6	0.4	45*
C=CCn1c(O)c(CN2CCN(Cc3ccccc3)CC2)c(C)c(C#N)c1=O	4	-0.24	26	-8	-0.11	3	-2	0.7	-12
Cc1ccc(S(=O)(=O)NC(=O)N2CCCC(C)(C)C2)cc1	-8	0.22	-2	-7	-0.33	4	10	1	1
COc1ccc(C=C(c2ccc(OC)cc2)c2ccc(OC)cc2)cc1	-1	-0.12	6	-4	0.072	-23	1	0.9	3
CCOC(=O)C1CCN(C(=O)CCCCn2c(=O)[nH]c3ccccc3c2=O)CC1	1	-0.5	.	1	1.1	1	-5	.	15
Cc1cc(=O)oc2cc(OCC(=O)N3CCCC(C)C3)ccc12 (centres undefined)	-8	0.04	-43	-4	-1.1	6	6	1.4	-5
COC(=O)C(C)Sc1nc2c([nH]c3ccccc32)c(=O)n1C (centres undefined)	.	-0.8	-8	12	-1.3	1	.	1.1	11
Cn1nc(OCC(N)=O)ccc1=O	-5	-0.58	.	7	0.038	-5	2	.	5
CC1=C(C(=O)OCC2CCCO2)C(c2ccc(O)cc2)NC(=O)N1 (centres undefined)	.	0.79	-8	0	-0.95	-13	.	1.1	4
COC(=O)c1cc(-c2c(C)nn(-c3ccccc3)c2C)n[nH]1	-8	-0.89	-5	-4	0.69	6	7	1	17
CCOC(=O)c1c(-c2ccccc2)csc1NC(=O)c1ccc(N2C(=O)CCC2=O)cc1	15	-1.1	50*	4	0.067	-5	-11	0.5	-1
Cc1cc(N2CCOCC2)nc2ccc(NC(=O)CCC(=O)N3CCCC(C)C3)cc12 (centres undefined)	-8	0.97	-8	9	0.84	0	6	1.1	1
CCOC(=O)c1[nH]c(C)c(C(=O)NCCc2ccc(OC)cc2)c1C	.	0.25	72*	5	0.55	-7	.	0.3	0
O=c1[nH]c2cccnc2n1Cc1ccco1	-3	0.21	-14	-3	-0.039	0	-1	1.1	1
Cc1c(C(=O)Nc2ccc(F)cc2)oc2ccc(S(=O)(=O)N3CC(C)CC(C)C3)cc12 (centres undefined)	-6	-0.5	58*	-13	-0.015	-11	5	0.4	5
Cc1ccc(S(=O)(=O)N/N=C/c2ccc(C(=O)O)cc2)cc1	-5	0.21	-12	-1	-1.3	-3	9	1.1	1
CC(C)NS(=O)(=O)c1ccc(CCC(=O)Nc2ccc3c(c2)OCO3)cc1	-2	-0.13	52*	2	0.38	-10	4	0.5	-3
Fc1ccc(Br)cc1/C=N/n1cnnc1	.	-0.54	7	9	-1.6	0	.	0.9	-1
O=C(NCc1ccc(N2CCCC2=O)cc1)c1cn(CCc2ccccc2)nn1	.	0.58	4	0	-0.079	-1	.	1	6
O=C(OCC(=O)N1CCOCC1)c1ccc2c(c1)OCCO2	-2	0.89	1	-1	-0.69	-3	1	1	-5
Cc1ccc(-c2ccc(/C=N/N=C3/NC(=O)C(CC(=O)O)S3)o2)c([N+](=O)[O-])c1 (centres undefined)	1	0.1	-21	0	-0.42	3	1	1.2	-4
Cn1c(N)c(S(=O)(=O)c2ccc(Br)cc2)c2nc3ccccc3nc21	.	-0.47	-8	3	-0.24	-4	.	1.1	-2
O=C(OCC(F)(F)F)c1cccc(COc2ccc3ccccc3c2)c1	3	1.3	56*	-4	-0.12	-4	-7	0.4	7
CC1CCCCC1NC(=O)C1Cc2ccccc2CN1S(C)(=O)=O (centres undefined)	.	-0.36	-20	-2	-1.8	-14	.	1.2	21
O=C(Nc1nc(-c2ccc3c(c2)OCO3)cs1)c1ccncc1	3	-1.7	62*	-10	-0.044	-4	-5	0.4	7
Cc1ccc(C)c(NC(=O)Cn2nnc(C(=O)NCc3cccs3)c2N)c1	-10	-0.04	-26	-54	0.0015	-4	14	1.3	9
O=C(NC(=O)N1CCN(c2ccc(F)cc2)CC1)c1ccccc1	4	0.87	18	-3	0.025	2	0	0.8	1
O=C(CN(c1ccc(Cl)cc1)S(=O)(=O)c1ccccc1)N1CCN(c2ccccc2)CC1	-1	-1.7	92*	3	-0.092	-9	4	0.1	21
Cc1cc(NC(=O)c2cccc(S(=O)(=O)N3CC(c4ccccc4)CC3=O)c2)no1 (centres undefined)	7	.	-12	-1	0.14	-5	-9	1.1	8
Nc1[nH]n(-c2ccccc2)c(=O)c1N=Nc1ccccc1[N+](=O)[O-]	3	-0.58	7	-5	-0.73	-4	-3	0.9	1
CCOc1ccccc1OCCOc1ccc(F)cc1	3	1	-9	-2	-0.26	-2	-1	1.1	-3
CN(C)C(=O)N1CCC(C(=O)NCC2CCCO2)CC1 (centres undefined)	1	0.02	-6	-4	.	-4	-5	1.1	3
CC(C)N=C(Nc1ccc(Cl)cc1)c1cccnc1	-8	-1.7	2	2	-0.13	-1	12	1	-4
COc1ccc(NC(=O)CCC(=O)OC(C(=O)c2ccccc2)c2ccccc2)cc1 (centres undefined)	-1	-0.09	0	0	-1	5	6	1	7
Cn1c(=O)c(=O)n(C)c2cc(S(=O)(=O)Nc3ccc4c(c3)OCCO4)ccc21	0	-0.24	54*	-4	-0.038	2	3	0.5	-4
Cn1c(Cn2c(=O)sc3ccccc32)nnc1SCc1ccc(F)cc1	.	.	.	3	0.68	3	.	.	11
CNC(=O)CSCc1c(Cl)cccc1Cl	8	-0.27	-1	-4	0.2	1	-8	1	15
COc1ccc(S(=O)(=O)N(CCc2ccccc2)CC(=O)NCCCO)cc1	.	0.62	-17	6	0.28	9	.	1.2	5
COc1ccccc1CN1C(=O)C2CC=CCC2C1=O (centres undefined)	1	0.72	-17	-4	-0.57	3	-2	1.2	5
